# Pf apPOL block: Pf-apPOL DNA polymerase inhibition; Recombinant Pf-apPOL, molecular beacon fluorescence, 1.5 h; inhibition, % at 10 µM; hit rate 0.25% among 210,000; AID 1794808
# mHTT CaM bind: mHTT-calmodulin interaction abrogation; AlphaScreen His-mHTT/GST-CaM binding, luminescence; hit rate 3.6% among 190,000; inhibition, % at 15 µM; P42858;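 further: 0% = both proteins with DMSO and 100% = one protein alone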
# * = called active by the depositor; i = inactive; . = no result given; & = joins results of further samples; ! = repeats disagree. No stated cut-off is given here; in the data, active means inhibition above about 50%; inactive means the rest.
compound | Pf apPOL block | mHTT CaM bind
CC(=O)N1CCN(C(=O)c2cc3sccc3n2Cc2ccccc2)CC1 | -4 | 14
Cc1ccc(S(=O)(=O)N(CC(=O)N2CCC(C(N)=O)CC2)c2ccc(C)cc2C)cc1 | 0 | 9
O=C(NCCCN1CCCC1=O)C1CCN(c2cncnc2N2CCOCC2)CC1 | 0 | 3
Cc1ccc2oc(-c3ccc(Cl)c(NC(=O)COc4ccccc4[N+](=O)[O-])c3)nc2c1 | -3 | -3
O=C(c1ccoc1)N1CCC(c2cc(-c3ccc(F)cc3)n[nH]2)CC1 | -5 | 7
CC(C)C[C@@H](COc1ccccc1)N1CCN(CCc2ccccc2)CCC1=O | -10 | 84*
CCCCN(C)Cc1ccccc1[N+](=O)[O-] | 0 | 4
Cc1nnc(C2CCCN(C(=O)NC(C)C)C2)s1 (centres undefined) | -2 | -9
COc1cc(C(=O)Oc2ccc3c(c2)OC(=Cc2cccc(F)c2)C3=O)cc(OC)c1OC | 0 | -4
Cc1cccc(NC(=O)c2cc(C(C)C)n3nccc3n2)c1 | 2 | -34
NC(=S)NN=C1CCOc2ccc3ccccc3c21 | 0 | .
CCC[C@H]1[C@@H](OC(=O)NC(CC)CC)CC[C@@]23CCCN2C(=O)CCC[C@@H]13 | -4 | -4
O=C(NCc1ccccc1Cl)c1ccc(NS(=O)(=O)c2ccccc2)cc1 | -1 | 4
CCC(C)NC(=O)c1ccnc(-c2cccs2)c1 (centres undefined) | 1 | -5
NC1=NC(=O)CC(C(=O)Nc2cc(Cl)ccc2Cl)S1 (centres undefined) | -4 | -2
COc1ccc(CNC(=O)N2CCCC(c3nnc(-c4cccs4)o3)C2)cc1 (centres undefined) | -8 | 6
COc1cc(CN(C)CCN(C)C)cc(OC)c1 | 0 | -5
O=c1[nH]c(CNC2CC2)nc2sc3c(c12)CCN(Cc1ccccc1)C3 | 3 | 28
O=S1(=O)CC(N2CCN(Cc3ccccc3F)CC2)CN1Cc1cn(Cc2ccccc2)nn1 (centres undefined) | -2 | -6
O=C(Nc1ccccc1C#Cc1ccccc1)c1cccnc1 | -3 | 9
O=C1N=c2ccccc2=C1c1sc(Nc2ccc(Br)cc2)nc1O | 6&8 | 28&16
Cc1ccc(C2=NC(=Cc3cccs3)C(=O)O2)cc1[N+](=O)[O-] | -3 | .
CSc1ccc(S(=O)(=O)N(CC(=O)Nc2c(C)cccc2C)c2ccc(C)cc2)cc1 | -2 | -6
Cc1cc(C)cc(NC(=O)c2ccc(F)cc2)c1 | -3 | -6
COc1ccc(Br)cc1C=C1Oc2cc(OC(=O)c3ccco3)ccc2C1=O | -1 | 2
Cc1ccc(N2C(=O)C3C(c4ccccc4Cl)OC4(C(=O)c5ccccc5C4=O)C3C2=O)cc1 (centres undefined) | 12 | 14
O=C(CC1SC(=NC2CC3C=CC2C3)NC1=O)Nc1ccccc1Cl (centres undefined) | -15 | .
O=C(N/N=C/C=C\c1ccco1)c1ccco1 | . | i
O=S(=O)(Nc1ccccn1)c1ccc(N=Cc2cccnc2)cc1 | 6 | 1
CN(C)c1cccc2c(S(=O)(=O)NCc3ccc(S(N)(=O)=O)cc3)cccc12 | -6 | .
Clc1ccc2c(Nc3ccc4c(c3)OCO4)ccnc2c1 | -2 | .
O=C(NCc1ccccc1Cl)C(=O)N1CCN(Cc2ccc3c(c2)OCO3)CC1 | -5 | -7
Cc1cc2c(cc1[N+](=O)[O-])C(=O)c1cc([N+](=O)[O-])ccc1-2 | -1 | 14
Nc1cc(=O)[nH]c(SCC(=O)Nc2cccnc2Cl)n1 | 6 | 1
Cc1nnc(SCc2cc(=O)n3c(C)cccc3n2)s1 | -4 | -9
Cc1cccc(C(=O)Nc2cc(F)c3[nH]c(=O)ccc3c2)c1 | -2 | -5
COc1cc([N+](=O)[O-])cc2c(CCN)c(C(=O)O)[nH]c12 | 6 | -1
CC(C)(C)N=C1Nc2ccccc2NC12CCCN(C(=O)Cc1cccnc1)C2 (centres undefined) | 1 | 5
O=S(N1CCCCC1)C12CC3CC(CC(C3)C1)C2 (centres undefined) | -3 | .
CCN(C)C(=O)C1CCCN(C(=O)c2cc(-c3ccc(C)cc3)on2)C1 (centres undefined) | -5 | 18
Cc1c(Cl)cccc1NC(=O)COc1ccc2c(c1)OCO2 | -7 | 11
O=C1C2CC=CCC2C(=O)N1CNc1ccccc1Cl (centres undefined) | 3 | -5
O=C(NC1CCCC1)C1CCN(c2nn3c(=O)c4c(nc3s2)CCCC4)CC1 | 5 | 1
CCOC(=O)c1ccc(NC(=O)N2CCCC2c2c(C)noc2CC)cc1 (centres undefined) | 7 | -3
COc1ccc(Nc2c(C(=O)N3CCCC(C)C3)cnc3nc(C)ccc23)cc1 (centres undefined) | 0 | 1
Cc1c(NC(=O)COc2ccc([N+](=O)[O-])cc2)cccc1-c1nc2ncccc2o1 | 4 | 3
CC12CN(N)C3(C(N)=O)CC1CCC23C (centres undefined) | -1 | 2
COc1cc(SC)ccc1C(=O)N1CCN(c2ccccc2F)CC1 | -4 | -3
C#CCN(Cc1ccc(OC)cc1)S(=O)(=O)C=C | -3 | -17
Cc1cc2[nH]c(C(=O)Nc3cc(F)ccc3Cl)c(CN(C)C)c2s1 | 0 | 0

# More compounds follow.
SMILES	Pf apPOL block	mHTT CaM bind
CCCN(CCO)CC1CC=CCC1 (centres undefined)	1	-7
CCc1ccccc1NC(=O)c1ccccc1C	-2	-4
CCCc1cc(=O)c2c(O)cccc2o1	-13	.
C1=C(c2cccs2)N2CCN=C2S1	-27	-2
COc1cc(C(=O)Nc2cc(C)cc(C)c2)cc(OC)c1OC	-2	12
CC1(C(=O)NC2CCCCCC2)CCC(=O)N1Cc1ccc(F)cc1Cl (centres undefined)	-4	-5
O=C(O)CSc1cc(Cl)ccc1Cl	-96	1
CCC(CC)C(=O)N1CCN(c2nc(CN3CCC(C)CC3)cs2)CC1	-4	27
Cc1cc(C)n(-c2cc(NCc3ccccn3)ncn2)n1	-1	3
O=c1ccc2c(Cl)cc(Cl)c(O)c2[nH]1	-3	12
N#C/C(C(N)=O)=C1\Oc2c(cc(O)cc2-c2ccc(Br)cc2)S1	-6	11
COc1ccc(Br)cc1/C=C1N=C(/C=C/c2cccc([N+](=O)[O-])c2)OC/1=O	-14	1
CCOc1ccc(/C=C2\C(=O)NN(c3cccc(Br)c3)C2=O)cc1OCC	-2	5
C(=C\c1ccccc1)/CN1CCN(CC2CCCCC2)CC1	3	4
CCCC(O)=C(C=Nc1ccc(C(=O)OC)o1)C(=O)OCC	8&-10	.
O=C(NNS(=O)(=O)c1cc(C(F)(F)F)cc(C(F)(F)F)c1)c1sccc1-n1cccc1	5	.
O=C1C2=C(Nc3[nH]c(=O)[nH]c(=O)c3C2c2ccc(Cl)cc2)c2ccccc21 (centres undefined)	-4&-3	67*!
COc1cc(OC)cc(C(=O)Nc2cccc(Cl)c2)c1	-7	-24
COc1ccc(-c2nc3c(c(=O)[nH]2)CCN(C(=O)Nc2ccc(SC)cc2)C3)cc1	-2	-3
COc1ccc(C2CCCN2C(=O)c2cc(F)c(F)cc2Cl)cc1 (centres undefined)	2	-5
O=C(NCc1cccnc1)C1CCN(c2cncnc2N2CCCCC2)CC1	-2	-1
CC(C)CC(=O)Nc1nnc2ccccn12	-6	10
NC1=NN=C(c2ccccc2)CS1	-8	5
O=C(NCc1ccc(F)cc1)C1Oc2ccccc2NC1=O (centres undefined)	-7	1
CC1CCN(C(=O)C2=CN(c3ccc(F)cc3)c3ccccc3S2(=O)=O)CC1	-1	2
COc1ccc(S(=O)(=O)NCC(c2ccsc2)N2CCCC2)c(C)c1 (centres undefined)	-1	6
COc1cc(C(=O)Nc2cc(-c3nc4ccccc4[nH]3)ccc2C)cc(OC)c1OC	3	21
CCCCN(CC)C(=O)c1ccc2c(c1)OCO2	-6	-3
CC(NC(=O)c1csc(-c2cccnc2)n1)c1ccccc1 (centres undefined)	-3	5
CCCCCCCc1ccc(C(=O)NC(=Nc2cccc(C)n2)SC)cc1	14&1	.
CC(C)C(=O)N1CCN(c2nnc3ccc(Cl)cn23)CC1	0	4
Cc1onc(-c2ccccc2Cl)c1C(=O)N1CCN=C1SCc1cccnc1	-13	3
N#Cc1ccc(NC(=O)c2cc3n(n2)C(C(F)(F)F)CC(c2ccc(Cl)cc2)N3)cc1 (centres undefined)	-1	10
CC1CCCCN1CCNC(=O)c1ccc(CS(=O)(=O)Cc2ccc(Cl)cc2)o1 (centres undefined)	-16	-8
CCOCCCNC(=O)c1ccccc1CN1C(=O)C2CCCN2C(=O)c2ccccc21 (centres undefined)	0	-8
CN1C(=O)C(=O)N(c2ccc(I)cc2)C1=O	-8	3
O=C(c1cccc(Cl)c1)N1CCC(C(=O)N2CCN(c3ccccc3)CC2)CC1	-2	9
Cc1cc(OCC(=O)Nc2ccccc2F)ccc1Br	1	-2
CCOC(=O)c1cccc(NC(=O)CN2C(=O)C3CCCCN3C(=O)c3ccccc32)c1 (centres undefined)	-5	5
Cc1ccc(NC(=O)Nc2nccn(-c3ccc(C)c(C)c3)c2=O)cc1C	0	-7
O=C1NC2(CCN(Cc3cccc(Cl)c3)CC2)N=C1c1cccc(F)c1	2	-4
Cc1cc(OCC(N)=O)cc(C)c1Br	-1	-4
O=C(Nc1c2c(nn1-c1ccc(Cl)cc1)CS(=O)(=O)C2)c1ccccc1F	-1	2
COc1ccc2nc(Nc3nc(C)c4ccccc4c(=O)n3)nc(C)c2c1	6	-2
COc1ccc(Cl)cc1C(=O)NCCCOc1cccc2cccnc12	-8	15
O=C(c1ccccc1Cl)N1CCCC2(C1)NC(=O)N(Cc1ccccc1)C2=O (centres undefined)	-1	-2
Cc1nc(-c2ccc(C(=O)N3CCCCC3)cc2)cs1	-8	-2
CCC(=O)c1ccc(OCC(=O)NCCC2=CCCCC2)c(OC)c1	-6	0
O=C(CN1CCC(c2nc(-c3cccs3)no2)CC1)NCc1ccccc1	-4	-3
CC12CCC(C/C1=N\OC(=O)c1ccc(F)cc1)C2(C)C (centres undefined)	21	i
O=S(=O)(c1ccccc1)N1CCN(C2c3ccccc3-c3ccccc32)CC1	0&-21	.
NC(=O)c1cc(Cl)ccc1NC(=O)c1ccc([N+](=O)[O-])cc1	-3	-3
N#CCCN1CCN(CN2C(=O)C(=O)c3ccccc32)CC1	3	1
COCCN(Cc1ccncc1)C(=O)c1ccc(Cl)c(Cl)c1	-5	-9
COc1ccc(-n2c(-c3ccncc3)n[nH]c2=S)cc1	1	.
COCc1nnc(NS(=O)(=O)c2ccc(OC)cc2)s1	-4	2

# Molecules shown so far with a thiophene ring, fused or not:
SMILES	Pf apPOL block	mHTT CaM bind
CC(=O)N1CCN(C(=O)c2cc3sccc3n2Cc2ccccc2)CC1	-4	14
CCC(C)NC(=O)c1ccnc(-c2cccs2)c1 (centres undefined)	1	-5
COc1ccc(CNC(=O)N2CCCC(c3nnc(-c4cccs4)o3)C2)cc1 (centres undefined)	-8	6
O=c1[nH]c(CNC2CC2)nc2sc3c(c12)CCN(Cc1ccccc1)C3	3	28
Cc1ccc(C2=NC(=Cc3cccs3)C(=O)O2)cc1[N+](=O)[O-]	-3	.
Cc1cc2[nH]c(C(=O)Nc3cc(F)ccc3Cl)c(CN(C)C)c2s1	0	0
C1=C(c2cccs2)N2CCN=C2S1	-27	-2
O=C(NNS(=O)(=O)c1cc(C(F)(F)F)cc(C(F)(F)F)c1)c1sccc1-n1cccc1	5	.
COc1ccc(S(=O)(=O)NCC(c2ccsc2)N2CCCC2)c(C)c1 (centres undefined)	-1	6
O=C(CN1CCC(c2nc(-c3cccs3)no2)CC1)NCc1ccccc1	-4	-3

# Additional results
SMILES	Pf apPOL block	mHTT CaM bind
CCc1onc(C)c1C1CCCN1Cc1cc(OC)ccc1OC (centres undefined)	-1	4
CCCCC(=O)Nc1c2c(nn1-c1ccc(OC)cc1)CS(=O)C2 (centres undefined)	-4	2
O=C(CCc1conc1-c1ccc(F)cc1)NCc1ccccc1	-2	-2
O=C(CN1CCc2ccccc2C1C(=O)N1CCCC1)Nc1ccc(Cl)cc1 (centres undefined)	-5	18
C=CCSc1nnc2c(n1)OC(c1ccc(OC)c(O)c1)Nc1ccccc1-2 (centres undefined)	0	-3
O=C(Cc1ccccc1)Nc1cc(NC(=O)c2ccco2)ccc1Cl	-5	0
O=C(NC(O)C(Cl)(Cl)Cl)C12CC3CC(CC(C3)C1)C2 (centres undefined)	-4	21
O=C1NC(=O)/C(=C\c2ccc(O)c(I)c2)N1	-2	4
CCCCOC(=O)Nc1ccc(S(=O)(=O)Nc2ccc(OC)cc2[N+](=O)[O-])cc1	-1	23
Cc1ccc(CN(CC(=O)Nc2c(C)cccc2C)S(=O)(=O)c2ccc(C)cc2)cc1	-8	-8
O=[N+]([O-])c1cc(Cl)ccc1NCCCNS(=O)(=O)c1ccccc1	-1	53*
CC(=O)Nc1ccc(S(=O)(=O)N2CCc3nc[nH]c3C2)cc1	-4	-3
CCC(C)c1ccc(NC(=O)COC)cc1 (centres undefined)	-8	1
CCN(CC)c1cc(CNC(=O)Nc2ccccc2)ccn1	-2	5
CCCc1cc(=O)[nH]c(SCC(=O)Nc2ccc(Cl)cc2C)n1	-4	2
Cc1cccc(-c2nc(CN3CCN(C(=O)CC(C)(C)C)CC3)no2)c1	-4	19
Cc1c(O)nc2ccccn2c1=O	-1	.
Cc1cccc(-c2nccc(C3CCCN(C(=O)Cc4cccs4)C3)n2)c1 (centres undefined)	-2	9
COc1cc([N+](=O)[O-])cc2c1NC(C(C)C)C1CC=CC21 (centres undefined)	-4	16
CN(C)c1ccc(-c2nc3cc(N=Cc4cccc([N+](=O)[O-])c4)ccc3o2)cc1	6	1
Cc1ccc(C(=O)Nc2c3c(nn2-c2ccccc2C)CSC3)cc1	-4	43
CCOc1ccc(CCNC(=O)CCCCCN2C(=O)c3ccccc3C2=O)cc1OCC	-1	11

# Not all compounds are listed; the hit share may differ from the screen's.
